# CXXC DNA block: blocks binding of human MLL CXXC domain to DNA. Q03164. MLL-CXXC / FITC-HOXA9 DNA fluorescence polarization. Potency, µM (series often up to 115 µM), without a hit: at the top dose activity change, negative = inhibition, most hits filed as inhibitors. 290,000 tested, 0.037% active. AID 2662; active = well fitted inhibition curve with a large enough effect in the polarisation, with a control signal flat, not every such curve was filed as active; inconclusive = small, poorly fitted or top-dose-only effect, or effect the other way, or a change in a side signal; inactive = no such curve, though single readings can be large or run the other way; the % refers to the polarisation; also: potency is read from the fitted curve at half-maximal effect
#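 Steps: dispense CXXC domain solution (7 uM) → pin compounds or unlabeled HOX-A9 DNA control → 5 min ambient → add FLSN-HOX-A9 solution (50 nM) → spin → 30 min ambient → fluorescence polarization. Tris pH 7.5/NaCl/DTT/BSA buffer.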
# p53 reactivator: re-activators of mutant p53; Potency, µM (series often up to 92.2 µM), without a hit: top-dose activity change, positive = activation, hits mostly activators; H1299 p53-A138V BP100-luciferase reporter, luminescence, 24 h; 320,000 tested, 0.063% active; also: potency is read from the fitted curve at half-maximal effect; % of control where 0% means no effect; nearly all actives have a fitted effect of over 45% in size
#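 p53-null H1299 cells stably carrying temperature-sensitive p53-A138V and a BP100-luciferase reporter were pinned with compounds (4-point, 1:5 series) and held 24 hrs at 37 deg C. Luminescence was read 10 min after detection reagent.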
# TCR act: activates T cell receptor signaling; Potency, µM (series often up to 9.22 µM), for the others: at the highest dose activation of IL-2 secretion, hits mostly activators; primary human leukocytes, anti-CD3, IL-2 HTRF, 48 h; 330,000 tested, under 10 active; also: % of control where 0% means no effect
#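 48 hr co-incubation of compounds, a-CD3 beads and primary human leukocytes; IL-2 quantified homogeneously by HTRF with anti-IL-2 K and d2 conjugates.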
# TRPV1 ag: agonists of human vanilloid receptor 1 (TRPV1); 320,000 tested, 0.19% active; Q8NER1; activation, % at 8.33 µM; AID 540275; TRPV1-expressing cells, Fluo-8 calcium influx, agonist mode; in the data active = activation above about 80%; inconclusive = between about 30% and that limit; also: 0% is about no effect
# Target sequence (Q8NER1 whole entry, looked up): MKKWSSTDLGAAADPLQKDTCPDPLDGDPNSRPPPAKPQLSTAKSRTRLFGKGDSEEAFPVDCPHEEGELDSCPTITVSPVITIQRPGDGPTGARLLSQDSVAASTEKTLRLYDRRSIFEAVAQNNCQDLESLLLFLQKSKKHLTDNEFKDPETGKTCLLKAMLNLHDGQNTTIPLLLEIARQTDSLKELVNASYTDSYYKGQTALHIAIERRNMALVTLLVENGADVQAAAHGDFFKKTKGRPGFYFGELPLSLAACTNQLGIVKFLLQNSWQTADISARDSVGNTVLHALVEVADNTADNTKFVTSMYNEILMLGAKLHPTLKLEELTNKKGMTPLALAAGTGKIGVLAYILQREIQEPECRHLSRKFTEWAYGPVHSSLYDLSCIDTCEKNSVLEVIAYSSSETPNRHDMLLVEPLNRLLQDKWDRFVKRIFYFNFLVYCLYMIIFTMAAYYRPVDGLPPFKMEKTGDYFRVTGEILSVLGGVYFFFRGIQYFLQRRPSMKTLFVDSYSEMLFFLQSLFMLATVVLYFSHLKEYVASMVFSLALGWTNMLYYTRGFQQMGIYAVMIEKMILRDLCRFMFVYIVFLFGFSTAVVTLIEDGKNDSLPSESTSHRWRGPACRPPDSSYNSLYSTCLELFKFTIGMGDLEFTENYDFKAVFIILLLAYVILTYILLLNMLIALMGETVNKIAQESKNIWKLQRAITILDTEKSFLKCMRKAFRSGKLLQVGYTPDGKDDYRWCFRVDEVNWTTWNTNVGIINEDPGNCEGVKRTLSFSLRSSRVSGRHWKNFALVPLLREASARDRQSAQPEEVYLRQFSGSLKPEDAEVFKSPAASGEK
#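 Fluo-8 calcium influx in TRPV1-expressing cells, kinetic read (ex 480/em 520 nm). Compound added and read 3 min for agonist activity, followed by capsaicin at EC20 final and 2 min further read for enhancement.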
# BRCA1 expr up: BRCA1 expression activation | MCF7-BRCA1-FFLuc reporter, luminescence, 48 h; response scale: scaled: vehicle 0%, 10 µM genistein 100% | Potency, µM (doses to about 46.1 µM), for the others: at the top dose activation, most hits filed as activators | 380,000 tested, 1.1% active; also: potency is read from the fitted curve at half-maximal effect; nearly all actives have a fitted effect of over 80% in size; some results filed as inactive show a strong effect at the top dose
#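 Luminescence from a BRCA1-driven firefly luciferase in MCF7 cells was the read-out, taken 15 min after substrate addition following 48 h compound exposure at 37 °C. Data were normalized to a 10 microM genistein control and DMSO vehicle.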
# a7 integrin act: integrin-mediated muscular dystrophy alleviation activation. alpha7betagal myoblasts, beta-gal FDG fluorescence, 48 h. Potency, µM (series often up to 38.3 µM), inactives show at the top dose activation, most hits filed as activators. 350,000 tested, 0.064% active;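 also: potency is read from the fitted curve at half-maximal effect; 100% = response of the positive control SU9516; nearly all actives have a fitted effect of over 60% in size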
#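 alpha7betagal+/- myoblasts (passage 13, 250/well) treated 48 h at 37C with compounds at 1:260 dilution of DMSO stock. Lysed, then beta-galactosidase activity read as FDG fluorescence (ex 480/em 540) after 30 min, with pre-read for autofluorescence.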
# A-T KAP1 phos: potential ataxia-telangiectasia treatment | Potency, µM (top dose mostly 57.5 µM), for the others: at the top dose activation, usual class: activators | 320,000 tested, 0.19% active | AID 485349 | […] A-T fibroblasts, KAP-1 phosphorylation AlphaLISA; neocarzinostatin DNA damage 30 min before lysis; also: potency is read from the fitted curve at half-maximal effect; % of control where 0% means no effect; nearly all actives have a fitted effect of over 45% in size
#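 ATM-like activity read as KAP-1 phosphorylation via AlphaLISA donor/acceptor antibody pairs after lysis and 6 hr at 25C. Cells were ATM-null patient fibroblasts ([…], hTERT), dosed 60 min, then exposed to the DSB inducer NCS for 30 min.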
# ELG1 repair inh: ELG1-dependent DNA repair inhibition. Potency, µM (highest dose often 46.1 µM), for inactives: at the highest dose activity change, negative = inhibition, actives largely listed as inhibitors. 330,000 tested, 2.3% active. HEK293T ELG1-luciferase reporter, luminescence, 16 h; DNA damage induced by 5-fluorouridine; also: potency is read from the fitted curve at half-maximal effect; % is scaled to controls: 0 for no effect and ±100 for the full control effect; nearly all actives have a fitted effect of over 55% in size
#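 HEK293T cells expressing luciferase-tagged ELG1 (2,000/well) received 5-Fluorouridine plus compound or DMSO for 16 hr at 37 °C. Luciferase was read by ONE-Glo luminescence after 30 min at room temperature.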
# B2AR arrestin: agonists driving beta-arrestin recruitment to human beta2-adrenergic receptor; P07550; beta-arrestin recruitment to beta2AR, cell-based reporter; Potency, µM (titrated, usually from 46.1 µM), without a hit: at the top dose activation, actives largely listed as activators; 330,000 tested, 0.02% active; AID 492947;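 also: potency is read from the fitted curve at half-maximal effect; 0% = DMSO controls and full agonism = EC100 isoproterenol or metaproterenol; nearly all actives have a fitted effect of over 65% in size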
# PTAP TSG101 blk: blocks PTAP/TSG101 interaction to inhibit HIV-1 budding; AID 493005; 340,000 tested, under 10 active; Potency, µM (highest dose often 115 µM), without a hit: at the highest dose activity change, negative = inhibition, hits mostly inhibitors; Fluorescence polarization, FITC-PTAP peptide / Tsg101 binding; active = well fitted inhibition curve with a large enough effect in the main read-out, with a control signal flat, not every such curve was filed as active; inconclusive = small, poorly fitted or top-dose-only effect, or effect the other way, or a change in a side signal; inactive = no such curve, though single readings can be large or run the other way; also: potency is read from the fitted curve at half-maximal effect; % of control where 0% means no effect
#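 Tsg101 binding domain (10 uM final) was mixed with compound and a FITC-labeled PTAP peptide (50 nM final) in HEPES pH 7.5 buffer with NaCl, Tween 20, EDTA and TCEP; fluorescence polarization was read after 20 min at r.t.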
# * marks the source's active call; other numbers are inactive results; ? = inconclusive; / = no result given; [ ] = dose if it differs, or a comment. Unless noted, calls follow the shape of the dose curve; as a rule, active = well fitted curve in the direction sought with a large enough effect; inconclusive = small, poorly fitted or top-dose-only effect, or another doubt; inactive = no such curve, though single readings can be large; an effect the other way counts as inactive or inconclusive.
SMILES,CXXC DNA block,p53 reactivator,TCR act,TRPV1 ag,BRCA1 expr up,a7 integrin act,A-T KAP1 phos,ELG1 repair inh,B2AR arrestin,PTAP TSG101 blk
Cc1cc(S(=O)(=O)NCC(c2ccc(F)cc2)N2CCN(C)CC2)ccc1F (stereo not given),/,-1.8%,8.1%,7.8,-4.3%,9.3%,-1.3%,-21.7%,0.0%,-2.4%
Cc1ccc(NC(=O)CCc2ccc(S(=O)(=O)NC3CCCCC3)cc2)cc1,-0.9%,5.3%,-1.0%,6.4,-43.0%,23.7%,10.5%,-9.3%,-0.1%,-2.1%
COc1ccc(NC(=O)Nc2ncccc2C)cc1,4.6%,?,4.5%[46.1 µM],-4.0,?,6.6%,/,?,-0.4%,-3.7%
COc1cc(C(=O)Nc2cccc(NC(=O)c3ccccc3)c2)cc(OC)c1OC,2.8%,/,1.9%,-1.3,10.6%,2.1%,4.5%,?,-0.5%,-6.9%
Cc1cc(OCC(=O)NC2CCN(Cc3ccccc3)CC2)c2c(C)c(C)c(=O)oc2c1,-1.3%,8.5%,-3.2%,-0.8,-13.6%,-21.1%,8.6%,5.8%,-0.1%,-6.4%
Cc1c(C(=O)N(CCc2ccccc2)Cc2ccccc2)cccc1[N+](=O)[O-],?,-7.7%,10.9%,10.3,-10.1%,-1.7%,2.5%,-2.2%,0.1%,-3.5%
CC(=O)Nc1ccc(SCC(=O)c2cc(C)ccc2C)cc1,-9.2%,-2.5%,-0.3%,-1.2,18.2%,5.2%,0.3%,?,-0.5%,-8.3%
O=C(N/N=C/c1ccccc1O)NC12CC3CC(CC(C3)C1)C2,5.6%,?,-0.5%,?,-5.3%,-46.4%[inhibitor],-6.7%,?,0.4%,-0.3%
Cc1ccc(C(=O)NCCNC(=O)CN2CCOCC2)cc1,17.7%,-3.2%,0.0%,0.8,-7.7%,0.2%,0.0%,14.8%,0.3%,-0.8%
Cc1ccc(C)c(CN2CCNC2=O)c1,5.8%,2.1%,/,-3.9,1.4%,5.8%,-4.2%,?,-0.6%,-10.3%
CCOC(=O)Nc1ccc2c(CN3CCN(S(=O)(=O)c4ccccc4)CC3)cc(=O)oc2c1,2.1%,-22.5%,2.3%[46.1 µM],-9.3,-32.4%,23.0%,10.9%,?,-0.2%,-0.5%
CCOC(=O)N/N=C(/C)c1ccc(N2C(=O)C3CCCCC3C2=O)cc1 (stereo not given),3.4%,-1.3%,-4.1%,1.4,-4.4%,0.0%,-3.7%,-3.6%,-0.4%,-4.1%
Cc1cc(Nc2ccccc2C(=O)O)nc2nc3ccccc3c(=O)n12,-0.3%,8.1%,0.6%,-2.3,1.6%,-24.8%,-2.5%,17.7%,0.3%,-1.3%
COc1ccccc1NC(=O)Nc1ccnn1C1CCN(C(=O)c2cccnc2)CC1,50.5%[activator],3.6%,5.4%,1.8,6.7%,-8.6%,-3.1%,7.7%,0.0%,1.6%
O=C(NCC1CCCN1S(=O)(=O)c1cccs1)c1ccc(F)c(F)c1 (stereo not given),/,-1.8%,10.1%,2.8,-6.1%,10.0%,-7.6%,-1.5%,-0.9%,0.0%
CCOc1ccc(NC(=O)c2cn(-c3ccc(OCC)cc3)c(=O)c3cc(OC)c(OC)cc23)cc1,-1.7%,3.8%,/,2.8,-11.7%,-10.8%,/,?,0.5%,-5.9%
COCCNC(=O)c1ccc2c(c1)ncn2-c1cccc(C)c1,-8.2%,-3.3%,-2.3%,-0.5,14.4%,-30.9%,-14.1%,0.0%,0.1%,-4.2%
Nc1nc(-c2ccccc2)c(-c2ccccc2)o1,-2.8%,1.4%,-0.7%,/,-14.8%,16.2%,6.7%,-3.0%,-0.8%,-2.7%
CC1CC(C)CN(CCCNC(=O)c2ccc3nc(N4CCCCC4)sc3c2)C1 (stereo not given),0.8%,?,-0.2%,-2.3,-7.0%,-9.6%,-3.3%,?,-0.2%,-0.9%
Cn1c(=O)[nH]c(=O)c2c1nc(CN1CCOCC1)n2CCc1ccccc1,-3.5%,-4.5%,-2.6%[46.1 µM],-4.3,-32.0%,-29.5%,1.6%,13.1%,-0.5%,0.2%

# Continued (5 carried over from the part before).
SMILES,CXXC DNA block,p53 reactivator,TCR act,TRPV1 ag,BRCA1 expr up,a7 integrin act,A-T KAP1 phos,ELG1 repair inh,B2AR arrestin,PTAP TSG101 blk
CCOc1ccc(NC(=O)c2cn(-c3ccc(OCC)cc3)c(=O)c3cc(OC)c(OC)cc23)cc1,-1.7%,3.8%,/,2.8,-11.7%,-10.8%,/,?,0.5%,-5.9%
COCCNC(=O)c1ccc2c(c1)ncn2-c1cccc(C)c1,-8.2%,-3.3%,-2.3%,-0.5,14.4%,-30.9%,-14.1%,0.0%,0.1%,-4.2%
Nc1nc(-c2ccccc2)c(-c2ccccc2)o1,-2.8%,1.4%,-0.7%,/,-14.8%,16.2%,6.7%,-3.0%,-0.8%,-2.7%
CC1CC(C)CN(CCCNC(=O)c2ccc3nc(N4CCCCC4)sc3c2)C1 (stereo not given),0.8%,?,-0.2%,-2.3,-7.0%,-9.6%,-3.3%,?,-0.2%,-0.9%
Cn1c(=O)[nH]c(=O)c2c1nc(CN1CCOCC1)n2CCc1ccccc1,-3.5%,-4.5%,-2.6%[46.1 µM],-4.3,-32.0%,-29.5%,1.6%,13.1%,-0.5%,0.2%
CCOC(=O)C1CCCN(CCc2ccccc2)C1 (stereo not given),-13.5%,/,5.5%,3.3,-0.1%,-15.3%,0.3%,-8.6%,-0.2%,-2.5%
CC(Sc1nc(C(C)(C)C)cc(-c2ccccc2)c1C#N)C(=O)Nc1ccccc1 (stereo not given),4.8%,-3.8%,-7.6%[46.1 µM],1.4,-15.9%,-62.8%[inhibitor],-2.0%,0.2%,-0.7%,-6.7%
CC(C)(CNC(=O)c1cccc(S(=O)(=O)NCc2ccccc2)c1)N1CCOCC1,/,-7.4%,1.2%,-5.3,-15.0%,5.1%,-1.6%,7.0%,-0.1%,-6.9%
O=C(O)CC1Oc2ccc(Cl)cc2NC1=O (stereo not given),2.7%,-0.9%,3.0%,-1.6,-0.6%,-0.4%,6.7%,-1.6%,0.0%,-1.3%
Cc1ccccc1-c1nc(CS(=O)(=O)CC(=O)NCc2ccc3c(c2)OCO3)c(C)o1,-2.3%,1.6%,3.2%[46.1 µM],8.3,3.8%,-14.1%,3.5%,-6.1%,-0.4%,-2.1%
O=C1OCCC1Sc1nnc(-c2ccc3c(c2)OCO3)o1 (stereo not given),-5.8%,4.1%,-3.6%,3.2,-30.6%,-17.1%,-16.7%,9.1%,-0.1%,-7.7%
Cn1c(CN2CCOCC2)nnc1SCc1ccc(C#N)cc1,-0.4%,7.2%,-1.7%,1.0,-6.5%,0.7%,-2.9%,6.7%,0.0%,0.3%
COc1ccc(C(C(=O)Nc2ccc(C(C)C)cc2)N(C)C(=O)c2ccc(=O)[nH]c2)cc1 (stereo not given),-2.0%,-1.0%,-2.1%,-0.5,-13.3%,15.5%,-2.3%,-17.6%,0.1%,-5.7%
COc1cccc(C2CC(c3cccs3)=NN2C(=O)CSc2nc3c(cnn3-c3ccc(F)cc3)c(=O)[nH]2)c1OC (stereo not given),-4.8%,0.7%,6.0%,0.5,-17.5%,16.3%,-3.0%,?,-0.1%,-1.3%
O=C(O)c1cn(-c2ccccc2)nc1-c1cccnc1,3.8%,-1.7%,3.0%,-5.5,-21.2%,-18.1%,/,5.9%,-1.1%,-4.1%
O=C(c1ccc2c(c1)OCO2)N1CCC2(CC1)Oc1ccc(F)cc1C(=O)C21CC(c2ccccc2)=NO1 (stereo not given),0.8%,-2.8%,1.8%,0.2,0.0%,23.3%,?,7.1%,-0.5%,0.7%
N#CCNC(=O)c1nn2c(C(F)(F)F)cc(-c3ccccc3)nc2c1Br,4.6%,-1.6%,10.0%,1.4,-12.9%,3.5%,5.3%,0.0%,0.4%,-2.9%
O=C(CSc1ncnc2c1nnn2Cc1ccc(F)cc1)NC1CCCC1,8.0%,-3.7%,-3.0%,4.7,14.5%,14.9%,7.0%,-17.8%,-0.2%,-2.3%
CCN(CC)CC(=O)Nn1c(C)nc2c(ncn2-c2ccccc2)c1=O,-5.7%,-5.7%,7.7%,-2.6,-0.9%,0.0%,6.2%,0.0%,0.2%,0.1%
C/C(CC(=O)NC(C)C)=N\NC(=O)C(c1ccccc1)c1ccccc1,-1.7%,1.6%,6.7%,-2.5,15.6%,-6.4%,-3.6%[11.5 µM],18.2%,0.2%,1.2%
O=C(CNC(=O)c1ccc2c(c1)OCO2)Nc1ncccc1O,/,?,4.1%,0.4,73.6%,-22.1%,4.8%,?,-0.1%,-3.9%

# Screening results (PubChem)
